Screening data from PubChem.
Rac1 GTP hydrolysis: MgcRacGAP GTPase-activating activity inhibitors, confirmation, biochemical, ADP Hunter fluorescence. Rac GTPase-activating protein 1 (Homo sapiens). inhibition, % at 30 µM; hits with a dose series show IC50 in µM. 0.6% of 340,000 active. MgcRacGAP-stimulated Rac1 GTP hydrolysis, ADP Hunter fluorescence; higher % means a stronger effect; GST-tagged Rac1 F28L mutant substrate;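 active = first-screen hits whose inhibition reached a set limit at any dose in the follow-up dose series; inconclusive = inhibition above the set first-screen limit but never retested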;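 note: fluorescence reports GDP produced by GAP-driven GTP hydrolysis; strong numbers were not always called active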
UTI89 phage lysis: inhibition of K1F phage lysis, E. coli UTI89, bacterial capsule biogenesis inhibitors, alamar blue (AID 488966). E. coli UTI89 K1F phage lysis, alamar blue, 2 h; higher % means a stronger effect. one-dose inhibition, % at 100 µM; IC50 in µM for titrated hits. 0.02% of 340,000 active;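 active = phage lysis inhibition, versus mean bacterial control, above a set limit; inconclusive = no clear call, values can overlap the other calls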;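 note: capsule biogenesis inhibitors block K1F phage lysis so surviving cells raise fluorescence; higher fluorescence means more inhibition of phage lysis; actives were called in the ten point dose series up to 300 µM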
Dengue-2 NS5 capping: Dengue-2 NS5 methyltransferase inhibitors, primary screen, biochemical, confirmation dose response (AID 588689). 0.3% of 340,000 active. one-dose inhibition, % at 25 µM; IC50 in µM for titrated hits. Dengue-2 NS5 methyltransferase capping enzyme assay, biochemical; higher % means a stronger effect; in the data active = a potency from the dose series; inconclusive = inhibition above about 29% without an active follow-up result
T cell modulator: modulators of CD8 T cell-vesicle binding, primary screen, mouse 2C CD8+ T cells, flow cytometry; AID 2052, 2009; 0.068% of 330,000 active; 2C CD8+ T cell-vesicle binding; stronger effect = lower value; calls only at 7 µM;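 active = response, share of CD8 T cells binding vesicles, and their 90th percentile fluorescence all below set limits, cut at about 80% in these data, passing the limit was not always enough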
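material = purified 2C TCR transgenic mouse naive CD8+ T cells | controls = Unloaded micro-vesicles (low), QL9 vesicles with 0.7% DMSO (high) | detection = cytometric PE anti-B7-1 and Alexa647 anti-CD8 signals after 1% paraformaldehyde fixation | incubation = binding step 1.5 h, 37 °C, antibody labelling 20 min, ice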
NTR1 agonist: agonists of NTR1, primary screen, imaging, U2OS cells, beta-arrestin-GFP, high content (AID 493036); Neurotensin receptor type 1 (Homo sapiens), P30989; NTR1-U2OS beta-arrestin-GFP spot imaging, agonist mode; activation, % at 20 µM; 0.17% of 330,000 active;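 active = activation at or above 40% of the spot to cytoplasm intensity ratio, with at least 20 cells analyzed; inconclusive = wells under 20 cells, flagged as cytotoxic or low count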;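 note: 0% = DMSO without peptide and 100% = 100 nM NTR1 peptide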
Target sequence (P30989 whole entry, looked up): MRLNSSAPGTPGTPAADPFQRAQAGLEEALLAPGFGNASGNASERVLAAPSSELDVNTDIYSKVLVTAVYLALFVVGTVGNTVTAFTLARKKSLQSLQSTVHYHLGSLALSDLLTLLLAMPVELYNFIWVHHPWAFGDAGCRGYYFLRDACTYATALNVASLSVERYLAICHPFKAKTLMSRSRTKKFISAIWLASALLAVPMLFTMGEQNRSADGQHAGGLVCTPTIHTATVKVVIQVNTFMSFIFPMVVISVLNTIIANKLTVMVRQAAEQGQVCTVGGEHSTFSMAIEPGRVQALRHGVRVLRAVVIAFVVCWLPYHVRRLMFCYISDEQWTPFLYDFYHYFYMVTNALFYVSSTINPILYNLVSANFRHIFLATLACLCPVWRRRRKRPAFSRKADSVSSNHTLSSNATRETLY
West Nile antiviral: West Nile virus antiviral activity, cell-based, CPE readout (AID 1621); 0.02% of 290,000 active; West Nile virus-infected cells, CPE inhibition; higher % means a stronger effect; CPE inhibition, % at 10 µM, or IC50 in µM where a hit was titrated; in the data active = a potency from the dose series; inconclusive = CPE inhibition mostly from about 3.7% at the one dose, without a potency; inactive = the rest, 99 in 100 with CPE inhibition below about 2.2%; note: strong numbers were not always called active
RSV CPE inhibition: RSV antiviral activity via CPE protection, HEp-2 cells, primary 10 µM value included (AID 2391); one-dose CPE inhibition, % at 10 µM; IC50 in µM for titrated hits; HEp-2 cells, RSV-induced CPE inhibition; higher % means a stronger effect; 0.13% of 310,000 active; in the data active = a potency from the dose series; inconclusive = CPE inhibition mostly from about 23% at the one dose, without a potency; inactive = the rest, 99 in 100 with CPE inhibition below about 21%; note: strong numbers were not always called active
Large T inhibition: SV40 large T antigen inhibitors, biochemical (AID 1903); 0.39% of 310,000 active; SV40 large T antigen ATPase/helicase inhibition assay; higher % means a stronger effect; inhibition, % at 20 µM, or IC50 in µM where a hit was titrated; in the data active = a potency from the dose series; inconclusive = inhibition mostly from about 32% at the one dose, without a potency; inactive = the rest, 99 in 100 with inhibition below about 32%; note: strong numbers were not always called active
Salmonella PhoP GFP: inhibitors of PhoP regulon expression, primary screen, Salmonella Typhimurium, GFP reporter (AID 1863); S. Typhimurium PhoP-regulated promoter GFP reporter, 4 h; higher % means a stronger effect; inhibition, % at 50 µM; hits with a dose series show IC50 in µM; 0.16% of 300,000 active;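 active = inhibition over 29.93%, a cutoff 3 SD above the screen mean, later confirmed by dose response; inconclusive = inhibition over 29.93% but no dose response follow-up; inactive = inhibition at most 29.93% or unconfirmed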;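 note: 0% = low Mg2+ inducing control and 100% = high Mg2+ repressing control; strong numbers were not always called active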
T cell modulator vesicle-bound %: also measured in T cell modulator; calls as there; double positive events, %; measured here: CD8+ vesicle-bound cell fraction;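 binding gate set so that unloaded-vesicle control wells show 10% double positive cells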
NTR1 agonist cell count 20 µM: also measured in NTR1 agonist; calls as there; cell count; measured here: cell count, cytotoxicity flag
Dengue-2 NS5 capping pilot replicate: second read-out of Dengue-2 NS5 capping, no call of its own (marks repeat the call); inhibition, %; measured here: pilot screen replicate inhibition
Starred values were filed as active, the others as inactive; [ ] = remark or other dose. Rows are unselected (roughly 1.5% active in at least one column).

COCCCNC(=O)/C(C#N)=C/c1c(N2CCCCCC2)nc2ccccn2c1=O was read as Rac1 GTP hydrolysis 3.9%, UTI89 phage lysis -0.1%, Dengue-2 NS5 capping -13.0%, T cell modulator inactive, NTR1 agonist 0.0, West Nile antiviral -0.4%, RSV CPE inhibition 0.8%, Large T inhibition -0.5%, Salmonella PhoP GFP 28.3%, T cell modulator vesicle-bound % 42.1 and NTR1 agonist cell count 20 µM 56.
C/C(CCc1ccccc1)=N\NC(=O)C1C2CCCCC21 (centres undefined) was read as Rac1 GTP hydrolysis 72.7%, UTI89 phage lysis 0.3%, Dengue-2 NS5 capping 3.2%, T cell modulator inactive, NTR1 agonist 0.5, West Nile antiviral 0.0%, RSV CPE inhibition 1.4%, Large T inhibition 2.6%, Salmonella PhoP GFP -1.0%, T cell modulator vesicle-bound % 47.0 and NTR1 agonist cell count 20 µM 47.
NC(=O)C1CCN(C(=O)NC(=O)c2ccccc2)CC1 was read as Rac1 GTP hydrolysis 8.7%, UTI89 phage lysis -0.4%[50 µM], Dengue-2 NS5 capping -1.3%, T cell modulator inactive, NTR1 agonist 0.5, West Nile antiviral 0.3%, RSV CPE inhibition 1.2%, Large T inhibition 10.7%, Salmonella PhoP GFP -1.3%, T cell modulator vesicle-bound % 13.0 and NTR1 agonist cell count 20 µM 57.
`COc1ccccc1NC(=O)c1ccc(-n2ccnc2)c([N+](=O)[O-])c1` gave UTI89 phage lysis 0.1%, Dengue-2 NS5 capping 0.0%, T cell modulator inactive, NTR1 agonist -2.0, West Nile antiviral -0.3%, RSV CPE inhibition 4.0%, Large T inhibition 10.0%, Salmonella PhoP GFP 12.2%, T cell modulator vesicle-bound % 5.9 and NTR1 agonist cell count 20 µM 110.
Screening S=C(NCCc1ccccc1)NC1CC1 returned Rac1 GTP hydrolysis 11.9%, UTI89 phage lysis -0.1%, Dengue-2 NS5 capping -0.7%, T cell modulator inactive, NTR1 agonist 0.8, West Nile antiviral 0.1%, RSV CPE inhibition 1.2%, Large T inhibition 23.6%, Salmonella PhoP GFP 14.7%, T cell modulator vesicle-bound % 53.5 and NTR1 agonist cell count 20 µM 54.
For Oc1ccc(Br)cc1/C=N/NC(=S)NCCc1ccccc1 the results were Rac1 GTP hydrolysis 9.1%, UTI89 phage lysis -1.0%, Dengue-2 NS5 capping 0.0%, T cell modulator inactive, NTR1 agonist 60.5*, West Nile antiviral -0.7%, RSV CPE inhibition 17.1%, Large T inhibition 9.3%, Salmonella PhoP GFP 4.0%, T cell modulator vesicle-bound % 22.5 and NTR1 agonist cell count 20 µM 51*.
For COc1ccc(N/C=C\C(=O)c2ccc(C)cc2)cc1OC the results were Rac1 GTP hydrolysis 15.1%, UTI89 phage lysis -0.8%, Dengue-2 NS5 capping -6.6%, T cell modulator inactive, NTR1 agonist 0.9, West Nile antiviral 0.2%, RSV CPE inhibition 1.8%, Large T inhibition 1.6%, Salmonella PhoP GFP -13.3%, T cell modulator vesicle-bound % 22.8 and NTR1 agonist cell count 20 µM 87.
For O=C(Nc1nnc(SCc2ccccc2)s1)c1cccs1 the results were Rac1 GTP hydrolysis 1.8%, UTI89 phage lysis inactive, Dengue-2 NS5 capping -2.9%, T cell modulator inactive, NTR1 agonist 0.4, West Nile antiviral -0.3%, RSV CPE inhibition 0.2%, Large T inhibition 15.7%, Salmonella PhoP GFP 3.2%, T cell modulator vesicle-bound % 37.0 and NTR1 agonist cell count 20 µM 55.
For CCNC(=O)Cn1cnc2c1c(=O)n(C)c(=O)n2C the results were Rac1 GTP hydrolysis -1.6%, UTI89 phage lysis 0.0%, Dengue-2 NS5 capping -5.0%, T cell modulator inactive, NTR1 agonist -0.3, West Nile antiviral 0.4%, RSV CPE inhibition 1.0%, Large T inhibition -2.6%, Salmonella PhoP GFP -0.1%, T cell modulator vesicle-bound % 11.6 and NTR1 agonist cell count 20 µM 57.
`NS(=O)(=O)c1ccc(NC2=CC(c3ccc(F)cc3)N(c3ccc(S(N)(=O)=O)cc3)C2=O)cc1` (centres undefined) gave Rac1 GTP hydrolysis 6.4%, UTI89 phage lysis -0.1%, Dengue-2 NS5 capping 0.0%, T cell modulator inactive, NTR1 agonist 5.3, West Nile antiviral 0.1%, RSV CPE inhibition 1.0%, Salmonella PhoP GFP -1.6%, T cell modulator vesicle-bound % 31.3 and NTR1 agonist cell count 20 µM 53.
COC(=O)/C=C/S(=O)(=O)c1ccc(NC(C)=O)cc1 was read as Rac1 GTP hydrolysis -4.5%, UTI89 phage lysis -0.5%, Dengue-2 NS5 capping -48.7%, T cell modulator inactive, NTR1 agonist 1.0, West Nile antiviral 0.4%, RSV CPE inhibition 0.6%, Large T inhibition 21.6%, Salmonella PhoP GFP -7.9%, T cell modulator vesicle-bound % 37.5, NTR1 agonist cell count 20 µM 80 and Dengue-2 NS5 capping pilot replicate -30.0.
`CCC(=O)Nc1c(C(=O)Nc2ccc3c(c2)OCCO3)oc2ccccc12` gave Rac1 GTP hydrolysis 3.1%, UTI89 phage lysis 0.4%, Dengue-2 NS5 capping 1.5%, T cell modulator inactive, NTR1 agonist 3.5, West Nile antiviral -0.5%, RSV CPE inhibition 7.1%, Large T inhibition 3.6%, Salmonella PhoP GFP -4.7%, T cell modulator vesicle-bound % 22.0 and NTR1 agonist cell count 20 µM 51.
For COc1ccc(N(CC(=O)NCCC2=CCCCC2)S(=O)(=O)c2ccc(C)cc2)cc1OC the results were Rac1 GTP hydrolysis 3.4%, UTI89 phage lysis 0.5%, Dengue-2 NS5 capping -4.7%, T cell modulator inactive, NTR1 agonist 1.9, West Nile antiviral 0.1%, RSV CPE inhibition 1.1%, Large T inhibition 1.9%, Salmonella PhoP GFP -1.3%, T cell modulator vesicle-bound % 42.5 and NTR1 agonist cell count 20 µM 37.
Screening CC(C)Cn1c(-c2ccco2)csc1=Nc1cccnc1 returned Rac1 GTP hydrolysis 2.5%, UTI89 phage lysis 5.4%, Dengue-2 NS5 capping -5.0%, T cell modulator inactive, NTR1 agonist -1.1, West Nile antiviral 0.4%, RSV CPE inhibition -0.3%, Large T inhibition 1.9%, Salmonella PhoP GFP 3.1%, T cell modulator vesicle-bound % 56.6 and NTR1 agonist cell count 20 µM 65.
`Cc1cccc(-n2nc([N+](=O)[O-])c(=NC3CCN(Cc4ccccc4)CC3)n2O)c1` gave Rac1 GTP hydrolysis -8.2%, UTI89 phage lysis 0.4%[50 µM], Dengue-2 NS5 capping -1.2%, T cell modulator inactive, NTR1 agonist 0.8, West Nile antiviral 1.0%, RSV CPE inhibition -3.6%, Large T inhibition 10.8%, Salmonella PhoP GFP -4.4%, T cell modulator vesicle-bound % 28.6 and NTR1 agonist cell count 20 µM 59.
For COc1cc(-n2nc(C)c3c2OC(N)=C(C#N)C3c2ccccc2)c(Cl)c(Br)c1O (centres undefined) the results were Rac1 GTP hydrolysis 18.4%, UTI89 phage lysis 2.5%, Dengue-2 NS5 capping 10.7%, T cell modulator inactive, NTR1 agonist 1.2, West Nile antiviral 0.2%, RSV CPE inhibition 2.0%, Large T inhibition 22.1%, Salmonella PhoP GFP 1.1%, T cell modulator vesicle-bound % 48.2 and NTR1 agonist cell count 20 µM 54.
Screening COc1ccc(NC(=O)CN(C)S(=O)(=O)c2ccccc2)cc1 returned Rac1 GTP hydrolysis 8.4%, UTI89 phage lysis 10.7%, Dengue-2 NS5 capping 0.0%, T cell modulator inactive, NTR1 agonist 1.5, West Nile antiviral 0.6%, RSV CPE inhibition 0.2%, Large T inhibition 10.3%, Salmonella PhoP GFP -4.3%, T cell modulator vesicle-bound % 9.5 and NTR1 agonist cell count 20 µM 69.
For COc1ccc(Cn2c(C3CCCCC3)nc3c(c(=O)c4ccccc4n3C)c2=O)cc1 the results were T cell modulator inactive, NTR1 agonist 43.3*, West Nile antiviral -0.8%, RSV CPE inhibition 10.8%, Large T inhibition 14.5%, Salmonella PhoP GFP -5.0%, T cell modulator vesicle-bound % 32.5 and NTR1 agonist cell count 20 µM 45*.
`O=C(CSc1nnc(-c2ccccc2F)n1C1CC1)NC(=O)c1cccc([N+](=O)[O-])c1` gave Rac1 GTP hydrolysis 3.0%, UTI89 phage lysis -0.2%, Dengue-2 NS5 capping 2.6%, T cell modulator inactive, NTR1 agonist 0.6, West Nile antiviral -0.9%, RSV CPE inhibition 2.5%, Large T inhibition 17.9%, Salmonella PhoP GFP 8.1%, T cell modulator vesicle-bound % 44.6 and NTR1 agonist cell count 20 µM 67.
Screening CC(NC(=S)NC1CCCCC1)c1ccc(C(C)(C)C)cc1 (centres undefined) returned Rac1 GTP hydrolysis 1.7%, UTI89 phage lysis 0.3%, Dengue-2 NS5 capping -9.4%, T cell modulator inactive, NTR1 agonist 5.5, West Nile antiviral inconclusive, RSV CPE inhibition 14.8%, Large T inhibition 9.2%, Salmonella PhoP GFP -2.5%, T cell modulator vesicle-bound % 60.6 and NTR1 agonist cell count 20 µM 70.
`Cc1ccccc1N(CC(=O)Nc1ccccc1C(=O)NCc1ccco1)S(=O)(=O)c1ccccc1` gave Rac1 GTP hydrolysis 6.0%, UTI89 phage lysis 0.6%, Dengue-2 NS5 capping -2.2%, T cell modulator inactive, NTR1 agonist 2.7, West Nile antiviral -1.0%, RSV CPE inhibition 6.7%, Large T inhibition 6.7%, Salmonella PhoP GFP -6.3%, T cell modulator vesicle-bound % 42.7 and NTR1 agonist cell count 20 µM 65.
For CCC(C)(C)NC(=O)C(c1ccc(OC)cc1)N(C(=O)CCC(=O)Nc1cc(C)on1)c1cccc(OC)c1 (centres undefined) the results were Rac1 GTP hydrolysis 4.3%, UTI89 phage lysis -0.1%, Dengue-2 NS5 capping -2.4%, T cell modulator inactive, NTR1 agonist 0.7, West Nile antiviral -0.3%, RSV CPE inhibition 1.5%, Large T inhibition -1.0%, Salmonella PhoP GFP -5.6%, T cell modulator vesicle-bound % 44.0 and NTR1 agonist cell count 20 µM 46.
Cc1ccccc1OCC(=O)NCCNC(=O)c1cccnc1 was read as Rac1 GTP hydrolysis 6.1%, UTI89 phage lysis 0.0%, Dengue-2 NS5 capping -14.2%, T cell modulator inactive, NTR1 agonist -1.3, West Nile antiviral 0.3%, RSV CPE inhibition 0.3%, Large T inhibition 1.7%, Salmonella PhoP GFP 5.2%, T cell modulator vesicle-bound % 34.8 and NTR1 agonist cell count 20 µM 39.
